# Bioassay records: PubChem, several laboratories
# CHRM4 antagonist – CHRM4 antagonism in calcium assay; CHO-hM4 cells, ACh EC80, Fluo-8 calcium fluorescence; inhibition, % at 3 µM; hit rate 0.73% among 360,000; AID 624125;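 active = inhibition above its plate's cutoff, the mean inhibition of sample wells plus 3 SD, cut at about 27% in these data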;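 note: 0% = acetylcholine EC80 with DMSO and 100% = DMSO without agonist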
# Target sequence (P08173 whole entry, looked up): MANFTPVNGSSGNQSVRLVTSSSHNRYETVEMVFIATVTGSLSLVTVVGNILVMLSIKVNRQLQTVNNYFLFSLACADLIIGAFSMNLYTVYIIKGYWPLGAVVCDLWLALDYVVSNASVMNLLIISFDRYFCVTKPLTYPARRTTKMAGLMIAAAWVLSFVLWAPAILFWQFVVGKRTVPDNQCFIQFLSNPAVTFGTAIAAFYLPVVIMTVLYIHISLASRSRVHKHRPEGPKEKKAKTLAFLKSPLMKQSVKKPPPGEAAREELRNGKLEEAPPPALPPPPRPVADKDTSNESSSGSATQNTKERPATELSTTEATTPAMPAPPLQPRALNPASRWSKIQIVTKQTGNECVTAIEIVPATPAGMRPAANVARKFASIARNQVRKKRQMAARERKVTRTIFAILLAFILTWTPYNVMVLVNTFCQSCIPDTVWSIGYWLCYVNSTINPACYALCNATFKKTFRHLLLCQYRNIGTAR
# M4 ag – CHRM4 agonism in calcium assay. activation, % at 3 µM. CHO-K1 hM4/Gqi5, Fluo-8 calcium fluorescence; vehicle 0%, full acetylcholine response 100%. AID 624127. P08173. hit rate 0.14% among 360,000;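 active = activation above the run mean over all test wells plus 3 SD, cut at about 32% in these data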;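 note: peak over basal fluorescence ratio per well then scaled between controls; 0% = DMSO wells and 100% = acetylcholine at EC100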
# CRFBP-R2 block – antagonists of CRF-binding protein/CRF-R2 receptor complex; HEK293 CRF-R2/CRF-BP, CRF-induced calcium fluorescence; inhibition, % at 11.8 µM; hit rate 0.59% among 350,000;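 active = inhibition of the ligand-induced calcium signal above about 50% at the single tested concentration, limit read from the data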
# CHRM5 agonist – CHRM5 agonism in calcium assay; CHO-K1 hM5 cells, Fluo-8 calcium fluorescence; 0% DMSO wells, 100% maximal acetylcholine response; P08912; activation, % at 3 µM; hit rate 0.19% among 360,000;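 active = activation above the run's mean over test compounds plus 3 SD, cut at about 23% in these data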;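 note: signal is peak over basal fluorescence ratio across the kinetic read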
# Target sequence (P08912 whole entry, looked up): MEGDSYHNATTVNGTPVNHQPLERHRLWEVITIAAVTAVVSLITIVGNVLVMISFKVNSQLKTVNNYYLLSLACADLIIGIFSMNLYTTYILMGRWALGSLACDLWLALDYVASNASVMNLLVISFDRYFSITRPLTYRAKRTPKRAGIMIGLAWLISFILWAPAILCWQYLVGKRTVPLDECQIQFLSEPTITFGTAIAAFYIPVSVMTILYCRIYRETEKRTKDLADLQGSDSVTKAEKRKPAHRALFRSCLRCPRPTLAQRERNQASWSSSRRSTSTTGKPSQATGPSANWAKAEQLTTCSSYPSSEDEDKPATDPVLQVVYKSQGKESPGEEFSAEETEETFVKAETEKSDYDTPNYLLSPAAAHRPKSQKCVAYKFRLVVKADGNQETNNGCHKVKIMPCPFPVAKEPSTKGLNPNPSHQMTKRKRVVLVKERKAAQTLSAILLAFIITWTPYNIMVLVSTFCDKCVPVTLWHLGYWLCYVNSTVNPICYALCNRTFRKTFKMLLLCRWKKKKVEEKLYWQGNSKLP
# M4 PAM – positive allosteric modulators of human muscarinic M4 receptor | CHO-K1 hM4/Gqi5, Fluo-8 calcium fluorescence, ACh EC20; 0% = ACh EC20, 100% = maximal ACh | activation, % at 3 µM | hit rate 0.4% among 360,000 | AID 624126;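 active = activation above its plate's cutoff, the mean activation of sample wells plus 3 SD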; note: some results filed as inactive read as strong as hits
# CHRM1 PAM – potentiates human M1 receptor response to acetylcholine; CHO-K1 hM1, Fluo-8 calcium fluorescence, ACh EC20; 0% = ACh EC20, 100% = maximal ACh; activation, % at 3 µM; hit rate 0.088% among 360,000; AID 588819; in the data active = activation above about 19%, passing the limit was not always enough
# M5 antag – CHRM5 antagonism in calcium assay; hit rate 0.59% among 360,000; inhibition, % at 3 µM; CHO-hM5 cells, Fluo-8 calcium fluorescence, ACh EC80; AID 624040;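 active = inhibition above a per-plate cutoff, the mean of that plate's test compounds plus 3 SD, cut at about 27% in these data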;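 note: 0% = acetylcholine EC80 with DMSO and 100% = DMSO without agonist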
# CHRM5 PAM – CHRM5 positive allosteric modulation. P08912. CHO-K1 hM5, Fluo-8 calcium, ACh EC20 PAM; 0% = ACh EC20, 100% = ACh EC100. activation, % at 3 µM. hit rate 0.3% among 360,000;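 active = activation above the run cutoff, the mean activation of all test compounds plus 3 SD, cut at about 18% in these data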
#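 system = human M5 receptor in CHO-K1 cells | compound = one concentration, 3 µM final (nominal) | schedule = Post-acetylcholine fluorescence recording 140 s | signal = Fluo-8 calcium dye fluorescence, kinetic read | benchmarks = low control EC20 acetylcholine (0%), high control EC100 acetylcholine (100%) | repeats = singlicate, one well per test compound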
# CRFBP-R2 agonist – CRF-BP/CRF-R2 complex agonism; HEK293 CRF-R2/CRF-BP, calcium dye fluorescence (FLIPR); percent of saturating CRF peptide response; activation, % at 13.2 µM; hit rate 0.46% among 350,000; AID 588473;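 active = activation of at least 50%, plus an integration ratio under a set limit after plate pattern correction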;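 note: plate controls were neutral control wells without compound for no effect and CRF at EC100 for full effect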
# Active calls of the source: *; / = not tested or not shown.
cpd	structure	CHRM4 antagonist	M4 ag	CRFBP-R2 block	CHRM5 agonist	M4 PAM
1	CCC(CC)C(=O)N(C)c1c(C)nc2c(OCc3cccc(Cl)c3)cccn12	6	2	/	0	-10
2	CC(C)(CNc1ccc([N+](=O)[O-])cc1Cl)CNS(C)(=O)=O	8	4	-1	0	4
3	O=C(NCc1ccccc1)c1cccc(COc2ccccc2Cl)c1	3	2	7	-13	-2
4	NC(=O)[C@@H]1CCNc2c(I)cc([N+](=O)[O-])cc2C(=O)N[C@@H](CCC(=O)O)C(=O)N[C@@H](CO)C(=O)N1	16	0	-2	4	-1
5	O=S(=O)(Cc1ccccc1)N1CCCc2ccccc21	-1	2	0	-2	14
6	Cc1nn(-c2ccccc2)c2nc(N)c(C#N)c(-c3ccc(O)c(O)c3)c12	4	11	-15	2	-10
7	COc1ccc(OC)c(N(CC(=O)NCCSC2CCCCC2)S(=O)(=O)c2ccccc2)c1	-2	6	-2	0	1
8	CC1=CC(C2CC(=O)N(c3ccc(C)cc3)C2=O)CC2C(=O)N(c3ccc(C)cc3)C(=O)C12 (stereo unspecified)	-3	5	-7	-3	1
9	COc1ccccc1C1CC(c2ccc(Cl)cc2)Nc2ncnn21 (stereo unspecified)	-9	8	-30	-6	1
10	Nc1nc(Cl)cc(Sc2ccc(F)cc2)n1	3	-1	6	-5	27
11	COc1ccc(NC(=O)CN2C(=O)c3ccccc3Sc3ccc(C(=O)N4CCOCC4)cc32)c(OC)c1	-6	0	2	2	0
12	O=C(CSc1nc(-c2ccco2)cc(C(F)(F)F)n1)Nc1ccc2c(c1)OCO2	-4	1	-11	1	4
13	COC(=O)c1c(NC(=O)CC2Sc3ccc(C(F)(F)F)cc3NC2=O)sc(C)c1C (stereo unspecified)	0	0	-25	-2	-4
14	O=C(CN(Cc1ccc(F)cc1)C(=O)CCC(=O)Nc1nccs1)NCc1ccc(F)cc1	-17	5	-15	3	-3
15	Cc1ccccc1NC1=NC2(CCCC2)N=C(N)N1	-7	0	10	-6	-1

cpd	CHRM1 PAM	M5 antag	CHRM5 PAM	CRFBP-R2 agonist
1	-20	0	-3	/
2	-1	6	-8	-1.0
3	-5	6	-13	2.6
4	23	3	3	0.2
5	2	6	-4	0.1
6	-3	18	-10	2.8
7	-6	-2	7	-1.2
8	11	2	-1	-0.6
9	12	-4	1	19
10	10	4	12	0.3
11	5	9	5	-2.3
12	2	3	1	-1.5
13	3	-3	5	-0.5
14	2	-5	-1	-0.4
15	6	6	-2	-0.8

# Single records (already shown). Order of values: CHRM4 antagonist | M4 ag | CRFBP-R2 block | CHRM5 agonist | M4 PAM | CHRM1 PAM | M5 antag | CHRM5 PAM | CRFBP-R2 agonist
# COc1ccccc1C1CC(c2ccc(Cl)cc2)Nc2ncnn21 (stereo unspecified) across the screens: -9 | 8 | -30 | -6 | 1 | 12 | -4 | 1 | 19
# O=C(NCc1ccccc1)c1cccc(COc2ccccc2Cl)c1 across the screens: 3 | 2 | 7 | -13 | -2 | -5 | 6 | -13 | 2.6
# CC(C)(CNc1ccc([N+](=O)[O-])cc1Cl)CNS(C)(=O)=O across the screens: 8 | 4 | -1 | 0 | 4 | -1 | 6 | -8 | -1.0
# COC(=O)c1c(NC(=O)CC2Sc3ccc(C(F)(F)F)cc3NC2=O)sc(C)c1C (stereo unspecified) across the screens: 0 | 0 | -25 | -2 | -4 | 3 | -3 | 5 | -0.5
# O=C(CN(Cc1ccc(F)cc1)C(=O)CCC(=O)Nc1nccs1)NCc1ccc(F)cc1 across the screens: -17 | 5 | -15 | 3 | -3 | 2 | -5 | -1 | -0.4

# (next part)
cpd	structure	CHRM4 antagonist	M4 ag	CRFBP-R2 block	CHRM5 agonist	M4 PAM
16	CCC(=O)c1ccccc1OCC(=O)Nc1c(C)cccc1C	2	1	2	-3	1
17	COc1cc2c(cc1OC)[C@@H](NC(=O)CCC1CCCCC1)[C@H](O)C2	-10	1	-11	1	1
18	O=C(Cn1cc(C(F)(F)F)cc(Cl)c1=O)Nc1cc(Cl)cc(Cl)c1	-3	1	-16	-1	-2
19	CCc1ccc(N2CC(C(=O)N3CCN(S(=O)(=O)c4cccc(F)c4)CC3)CC2=O)cc1 (stereo unspecified)	-4	4	1	0	-1
20	Cc1ccc(-c2csc(NC(=O)CCNC(=O)c3ccco3)n2)cc1	-1	4	5	1	1
21	COc1ccc(NC(=O)/C=C/c2cc(OC)c(OC)c(OC)c2)cn1	-10	1	-5	5	1
22	CC1(C2CC2)NC(=O)N(CC(=O)N2CCN(c3ccccc3F)CC2)C1=O (stereo unspecified)	-20	5	10	3	-1
23	CCCNC(=O)Nc1ccc2c(c1)nc(C)n2C	0	0	17	-2	8
24	O=C1CN(C(=O)c2ccccc2C(=O)O)c2ccccc2N1	-5	1	3	3	2
25	CC(C)CC1NC(=O)N(CC(=O)Nc2cccc(Br)c2)C1=O (stereo unspecified)	7	1	-4	-2	11
26	Oc1ccc(Br)cc1-c1cc(-c2ccccc2)n[nH]1	2	1	-4	-4	5
27	COCCNC(=O)C1(C)CCN(C(=O)c2nc(C)oc2C)C1 (stereo unspecified)	-15	1	/	-1	0
28	COC(=O)CCCCC1SCC2NC(=O)NC21 (stereo unspecified)	-8	1	-4	-2	5
29	COc1cc2c(cc1OC)C(c1cccs1)CC(=O)N2 (stereo unspecified)	1	0	-11	-1	0
30	CCn1c(C)nc2cc(C(=O)NNC(=S)Nc3ccc(Cl)cc3Cl)ccc21	-4	1	-2	-3	13

cpd	CHRM1 PAM	M5 antag	CHRM5 PAM	CRFBP-R2 agonist
16	5	12	-2	0.2
17	3	1	-1	1.4
18	7	6	8	1.9
19	6	0	-1	-1.2
20	6	-6	-2	0.5
21	7	0	5	4.7
22	8	-5	-1	1.4
23	12	-6	9	-1.3
24	10	1	6	-0.5
25	17	12	-1	-1.5
26	-3	0	-6	1.4
27	7	-6	-1	/
28	1	-2	23*	-1.1
29	5	-2	3	-1.0
30	3	-5	3	-3.2

# Continued:
cpd	structure	CHRM4 antagonist	M4 ag	CRFBP-R2 block	CHRM5 agonist	M4 PAM
31	CC(=O)NC1CCN(CC(=O)Nc2nccs2)CC1	-3	0	6	-6	0
32	CCOc1ccc(C2CC(c3cccc(OC)c3)n3nc(N)nc3N2)cc1 (stereo unspecified)	1	0	14	3	-4
33	CC1CCCC(NC(=O)CN2C(=O)NC(C)(c3ccccc3)C2=O)C1C (stereo unspecified)	1	1	-15	3	8
34	COc1cccc(CNc2ccccc2O)c1OCc1ccccc1F	2	1	-9	-1	1
35	COc1ccc(/C=C2\SC(=O)N(CCNC(=O)C3CC4C=CC3C4)C2=O)cc1 (stereo unspecified)	-8	13	4	10	1
36	COC(C[C@H]1O[C@H]1C(=O)[C@@H](C)OCc1ccccc1)OC	3	0	3	2	3
37	Cc1ccc(S(=O)(=O)Nc2ccccc2N2CCCCC2)cc1	1	-2	-10	-8	2
38	Cc1cccc(NC(=O)C(CCC(N)=O)NC(=O)OCc2ccccc2)c1 (stereo unspecified)	1	1	-6	-4	-3
39	O=C(Cn1ccc2ccccc2c1=O)NCCC(=O)Nc1cccnc1	0	12	-5	-4	-1
40	CN(Cc1cccs1)c1nc(-c2cccnc2)nc2ccccc12	8	3	-29	-10	-16
41	CCOC(=O)/C(C#N)=C1/C=CN(C)C(C)=N1	-13	1	-10	-3	9
42	CCNc1cc(Nc2c(C)n(C)n(-c3ccccc3)c2=O)c([N+](=O)[O-])c2nonc12	1	1	6	0	3
43	CCCCNC(=O)c1c[nH]c2ccc(S(=O)(=O)Nc3ccc(OCC)cc3)cc2c1=O	0	0	-11	-4	3
44	O=C(COC(=O)C1CC(=O)N(CCc2ccccc2)C1)c1ccc[nH]1 (stereo unspecified)	1	2	1	5	-2
45	Cc1csc(N/N=C/c2ccccc2F)n1	11	0	-10	4	-8

cpd	CHRM1 PAM	M5 antag	CHRM5 PAM	CRFBP-R2 agonist
31	3	12	1	0.3
32	6	4	-1	-2.8
33	11	5	2	0.1
34	11	0	6	-1.0
35	-1	0	-3	-2.5
36	6	10	2	-2.5
37	8	14	-12	9.7
38	3	14	-2	0.3
39	6	1	-3	-0.3
40	-19	7	-8	1.6
41	3	-6	-2	1.4
42	8	3	4	0.5
43	-1	5	4	2.8
44	1	4	1	-1.9
45	-2	1	-2	2.4

# Part of the list above, set out differently:
43	CCCCNC(=O)c1c[nH]c2ccc(S(=O)(=O)Nc3ccc(OCC)cc3)cc2c1=O
42	CCNc1cc(Nc2c(C)n(C)n(-c3ccccc3)c2=O)c([N+](=O)[O-])c2nonc12

assay / entry	43	42
CHRM4 antagonist	0	1
M4 ag	0	1
CRFBP-R2 block	-11	6
CHRM5 agonist	-4	0
M4 PAM	3	3
CHRM1 PAM	-1	8
M5 antag	5	3
CHRM5 PAM	4	4
CRFBP-R2 agonist	2.8	0.5

# (continued)
cpd	structure	CHRM4 antagonist	M4 ag	CRFBP-R2 block	CHRM5 agonist	M4 PAM
46	COc1cc(C(=O)N/N=C/c2ccc(OC(=O)c3ccccc3)c(OC)c2)ccc1O	-4	10	-11	-1	-7
47	COC(=O)CSc1ccc2nnc(CCNS(=O)(=O)c3ccccc3)n2n1	-1	1	7	-1	-3
48	CCc1nc(NCc2ccccn2)c2oc3ccccc3c2n1	-4	12	9	3	0
49	CCCCCOc1ccc(C(=O)NCCC(=O)NCCCC(=O)OCC)cc1	-8	2	-2	-2	-3
50	Cn1c(SCC(=O)NCC2CCCO2)nc2c(c1=O)SCC2 (stereo unspecified)	-6	0	-2	-3	7
51	O=C(OC(C(=O)NCc1ccc2c(c1)OCO2)c1ccc(Cl)cc1)c1ccco1 (stereo unspecified)	15	1	19	0	3
52	COc1ccc(Cl)cc1C(=O)CSc1nnnn1C	-4	1	13	-2	1
53	OCC1(O)OC[C@@H](O)[C@H]1O (stereo partly specified)	-2	1	-2	3	0
54	O=S(=O)(NCCN1CCCC1)c1ccc(Cl)cc1	-2	1	16	-7	6
55	CCSc1nc2ccccc2c(=O)n1Cc1ccc(F)cc1	4	-1	1	-8	0
56	CN(C)Cc1ccc(CNC(=O)COc2ccc3ccccc3c2)cc1	-10	6	-4	-3	-3
57	CCCn1nnc(NC(=O)c2ccccc2Br)n1	2	3	-3	1	5
58	Cc1ccc(-c2nc(Nc3ccc(O)cc3)c3ccccc3n2)cc1	-10	5	0	-3	3
59	Cn1c(Cn2nnc3ccccc32)nnc1SCC(=O)c1ccc(F)cc1	-12	7	5	3	-3
60	O=C(NCCCOC(=O)c1ccccc1)c1ccccc1	0	2	-9	-1	2

cpd	CHRM1 PAM	M5 antag	CHRM5 PAM	CRFBP-R2 agonist
46	-5	18	-13	-1.8
47	13	-7	7	-0.1
48	-4	4	-14	-0.8
49	5	3	5	-0.4
50	9	5	1	1.1
51	7	-3	-3	-1.0
52	7	-4	1	-0.8
53	3	1	-1	3.2
54	-1	3	2	-4.1
55	3	9	-1	1.2
56	-10	9	-4	-0.2
57	0	4	-4	-1.8
58	8	9	-1	-1.4
59	3	-7	4	0.8
60	-1	12	-5	-1.1
